Ins promoter up: MIN6 insulin promoter up-regulation. MIN6 insulin promoter-GFP reporter, high-content imaging; stronger effect = higher value. z-score at 5 µM. 0.3% of 190,000 active;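 active = z-score above 3 at 5 µM with at least 500 cells counted in the well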
UTI89 phage lysis: inhibition of K1F phage lysis, E. coli UTI89, bacterial capsule biogenesis inhibitors, alamar blue (AID 488966); E. coli UTI89 K1F phage lysis, alamar blue, 2 h; higher % means a stronger effect; inhibition, % at 100 µM, or IC50 in µM where a hit was titrated; 0.02% of 340,000 active;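 active = phage lysis inhibition, versus mean bacterial control, above a set limit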;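 note: capsule biogenesis inhibitors block K1F phage lysis so surviving cells raise fluorescence; higher fluorescence means more inhibition of phage lysis; actives were called in the ten point dose series up to 300 µM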
bCat nuc transl: beta-catenin nuclear translocation modulation; HeLa beta-catenin nuclear translocation, immunofluorescence imaging; nuclear translocation activity, % at 5 µM; 0.3% of 190,000 active;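 active = nuclear translocation activity above 50% at 5 µM, with a well cell count of 50 or more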;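 note: per-cell ratio of nuclear to cytoplasmic median beta-catenin stain intensity; plate controls were DMSO negative control for no effect and GSK-3 inhibitor IX positive control for full effect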
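test system = HeLa cells, endogenous beta-catenin | dosing = single 5 µM dose plus 0.02–20 µM confirmation series | times = compound treatment 24 h, 37°C, 5% CO2 | technique = beta-catenin immunofluorescence imaging with DAPI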
MT stabilizer: microtubule stabilization, imaging screen | HeLa tubulin immunostaining HCS, 24 h; share of cells brighter than vehicle mean+2SD | % tubulin-high responders, % at 10 µM | 0.83% of 200,000 active | AID 2205;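 active = plate Z-score above 3 for both tubulin-high and condensed-nucleus cell shares, with cell loss under 80%, at 10 µM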;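 note: anti alpha tubulin signal scored within the nucleus-defined area of each cell; some results filed as inactive read as strong as hits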
ER stress rescue: rescue of cells from ER stress-induced death, primary screen, 384-well, CSM14.1, thapsigargin, ATP luminescence (AID 1222); 190,000 tested, under 10 active; cellular ATP content (survival), % at 20 µM; hits with a dose series show EC50 in µM; CSM14.1 thapsigargin-induced death rescue, ATP luminescence; higher % means a stronger effect;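 active = EC50 below 50 µM in the dose-response confirmation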;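 note: death triggered by thapsigargin at about 15 µM added after 2 h compound pretreatment; cell ATP read after overnight thapsigargin exposure of roughly 18 to 22 hours; normalized against plate controls of thapsigargin alone and 5% DMSO vehicle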
P. falciparum M1AAP: P. falciparum M1AAP inhibitors, biochemical, fluorogenic H-Leu-NHMec substrate, 1536-well (AID 1445); recombinant M1AAP, H-Leu-NHMec fluorogenic kinetic assay; higher % means a stronger effect; inhibition, % at 30 µM, or IC50 in µM where a hit was titrated; 0.42% of 220,000 active;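 active = primary inhibition above the hit cutoff, then over 50% inhibition at one or more dose response concentrations, cut at about 23% in these data, passing the limit was not always enough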;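 note: plate controls were DMSO full reaction for no effect and no enzyme background for full effect; strong numbers were not always called active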
P. falciparum M17LAP: P. falciparum M17LAP inhibitors, primary screen, biochemical, fluorogenic H-Leu-NHMec substrate, 1536-well (AID 1619); recombinant M17LAP, H-Leu-NHMec fluorogenic kinetic assay; higher % means a stronger effect; one-dose inhibition, % at 30 µM; IC50 in µM for titrated hits; 0.38% of 220,000 active;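 active = compound inhibiting the enzyme by more than half at any dose during confirmatory dose-response retesting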;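 note: plate controls were full reaction with DMSO carrier for no effect and no enzyme background for full effect; strong numbers were not always called active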
Dynein cargo inh: dynein cargo transport inhibition | 3617.4 mouse cells, GR-EGFP nuclear translocation imaging; test concentration mostly 20 µM; stimulated with dexamethasone, 1 µM; stronger effect = lower value | z-score, hits read low | 0.47% of 220,000 active | AID 1381;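 active = plate z-score of nuclear minus cytoplasmic receptor signal below a set negative limit, without overly bright fluorescence or cell loss, cut at about -3.5 in these data, passing the limit was not always enough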;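 note: z-score of nuclear minus cytoplasmic ring GR-EGFP intensity difference per well; some compounds called inactive have numbers as strong as hits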
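Also added: dexamethasone, 1.0 µM final. Medium: tet-free, stripped-serum medium. Detection: fixed, Hoechst-stained cells imaged at 10x for EGFP. Read-out: nuclear-to-cytoplasmic GR-EGFP distribution per well. Times: induction 48 h, compound 1 h, agonist 30 min.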
Autophagy mod: autophagy modulation, high-content screen | MEF GFP-LC3 puncta imaging; test concentration mostly 10 µM | calls only at 10 µM (by protocol) | 0.98% of 190,000 active | AID 463193;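 active = percentage of spot-positive cells more than 3 SD above its plate mean, without a fluorescence outlier flag or 80% toxicity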;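 note: spot-positive cell cutoff set from DMSO-treated cells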
Dynein cargo inh cytoplasmic EGFP: further read-out of Dynein cargo inh, marked with its call; z-score; measured here: cytoplasmic GR-EGFP intensity; stronger effect = higher value
Dynein cargo inh nuclear GR-EGFP: recorded beside Dynein cargo inh, whose call it bears; z-score; measured here: nuclear GR-EGFP intensity;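 lower value marks the stronger effect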
Dynein cargo inh cell count: also measured in Dynein cargo inh; calls as there; z-score; measured here: cell count per field
Ins promoter up cell count: second read-out of Ins promoter up, no call of its own (marks repeat the call); cell count; measured here: cytotoxicity, nuclei count;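 total cells summed across four imaged fields per well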
bCat nuc transl cell count 5 µM: second read-out of bCat nuc transl, no call of its own (marks repeat the call); cell count; measured here: cell count, cytotoxicity flag
MT stabilizer Hoechst-high %: also measured in MT stabilizer; calls as there; % Hoechst-high responders; measured here: nuclear condensation Hoechst responders;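 share of cells brighter than vehicle mean plus two SD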
MT stabilizer cytotoxicity %: second read-out of MT stabilizer, no call of its own (marks repeat the call); toxicity, %; measured here: cytotoxicity by cell density;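 0% = mean cell density of plate MIN control wells and 100% = no cells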
Autophagy mod cell loss 18 h: recorded beside Autophagy mod, whose call it bears; toxicity, %; measured here: cell loss, nuclei count;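 cell loss after 18 h compound exposure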
Active calls of the source: *; i = inactive; nt = not tested or not shown; [ ] = another dose, or the depositor's remark.

SMILES	Ins promoter up	Ins promoter up cell count	UTI89 phage lysis	bCat nuc transl	bCat nuc transl cell count 5 µM	MT stabilizer	MT stabilizer Hoechst-high %	MT stabilizer cytotoxicity %	ER stress rescue	P. falciparum M1AAP	P. falciparum M17LAP	Dynein cargo inh	Dynein cargo inh cytoplasmic EGFP	Dynein cargo inh nuclear GR-EGFP	Dynein cargo inh cell count	Autophagy mod	Autophagy mod cell loss 18 h
CCN1C(=O)C2C(c3cccc(F)c3)NC(C)(C(=O)OC)C2C1=O (stereo unspecified)	0.35	1339	0.9%	-5.9	832	1.5	1.8	8.6	-0.5%	8.2%	-3.1%	-0.861	-0.179	-0.537	0.788	i	22.5
CCOC(=O)c1c(NC(=O)c2ccc(N3C(=O)[C@@H]4[C@H](C3=O)[C@H]3C=C[C@@H]4C3)cc2)sc2c1CC(C)CC2 (stereo partly specified)	0.01	1348	0.1%	-0.4	911	2.3	2.1	3.4	-1.4%	2.9%	0.4%	0.147	-0.221	-0.252	0.0792	i	8.1
O=C(Oc1cccc(N2C(=O)C3C4c5ccccc5C(c5ccccc54)C3C2=O)c1)c1ccco1 (stereo unspecified)	-0.65	1435	-0.8%	-2.5	1159	5.0	2.7	10.0	4.0%	2.9%	-0.2%	-0.832	-0.235	-0.384	0.0799	i	8.9
O=C(O)CC(CC(=O)Nc1nncs1)c1ccccc1 (stereo unspecified)	-0.77	881	3.8%	-6.5	1168	3.6	2.4	1.8	-1.3%	-4.3%	10.0%	-0.171	-0.403	-0.3	0.412	i	7.1
C=CCn1c(SCC(=O)N2CCCCC2)nnc1-c1ccncc1	0.31	1469	0.2%	1.6	1513	1.9	0.8	1.5	5.2%	-9.9%	5.5%	1.09	-0.148	1.03	-1.16	i	-19.9
CCCCNC(=O)N1CCN(Cc2cccc(F)c2)CC1	0.45	1426	0.1%	-2.6	992	5.1	2.3	7.2	2.0%	-6.2%	2.6%	-0.43	-0.328	-0.402	1.16	i	16.3
O=C(COC(=O)c1ccccc1-c1ccccc1[N+](=O)[O-])c1ccccc1	0.56	1360	0.4%	0.4	560	3.4	2.3	7.5	-2.2%	4.0%	-3.6%	1.55	-0.144	0.623	-1.37	i	-1.2
CCCCNC(=O)CS(=O)Cc1nc(-c2cccc(Cl)c2)oc1C (stereo unspecified)	-0.15	1005	0.5%	nt	nt	2.7	3.2	6.1	2.8%	12.0%	12.2%	-0.27	0.0373	0.0861	-0.449	i	-4.4
S=C(Nc1ccc2cn[nH]c2c1)Nc1ccc(Cl)cc1Cl	nt	nt	-0.3%	0.2	1559	1.8	3.0	7.5	-0.3%	7.2%	-8.1%	-0.567	-0.164	-0.484	0.663	i	-4.5
CCN(CC)C(=O)C(=O)Nc1cc(C(F)(F)F)ccc1Cl	nt	nt	4.2%	-7.3	1224	1.4	1.8	9.3	-2.7%	-1.6%	-9.2%	-0.979	-0.302	-0.562	0.857	i	2.1
Cc1cc(O)cc(O)c1C=NCc1ccco1	0.61	1453	-1.2%[50 µM]	0.3	1129	4.9	1.8	3.8	-0.2%	4.1%	18.1%	0.427	0.296	0.488	0.269	i	-0.9
OCCNc1nc(NCCC2=CCCCC2)nc(N2CCOCC2)n1	-0.92	1339	0.9%	-0.3	1347	2.3	2.0	8.8	-0.7%	8.2%	14.4%	-0.799	-0.243	-1.03	0.376	i	4.9
CSc1nncn1/N=C/c1ccc2c(c1)OCO2	-0.04	1466	8.7%	0.4	1355	2.6	2.8	7.7	-0.7%	4.9%	11.2%	0.337	-0.211	1.09	0.277	i	-19.3
O=C1CN2NC(=S)N(c3ccc(Cl)cc3)C2=CN1c1ccc(Cl)cc1	0.13	1453	0.7%	0.1	1553	1.2	2.8	2.9	-0.6%	-2.9%	-6.0%	-0.111	-0.331	0.606	-0.247	i	4.3
CCc1c(C)nc(SCC(=O)N2C(C)CCCC2C)[nH]c1=O (stereo unspecified)	0.92	1624	nt	-6.1	1179	1.6	1.2	8.9	-0.3%	3.4%	1.9%	-0.605	-0.293	0.00482	-0.319	i	32.2
CC(NC(=O)Cn1cccc1C(=O)c1ccccc1)c1ccc2c(c1)OCCO2 (stereo unspecified)	nt	nt	0.2%	-0.3	1079	2.6	1.7	5.2	-1.5%	-14.2%	0.3%	1.93	-0.143	1.13	-0.993	i	23.5
Cc1cc(C(F)(F)F)nn1-c1nc(-c2ccco2)cc(C(F)(F)F)n1	-0.36	1367	5.1%	-1.3	963	6.3	2.3	0.6	-2.8%	1.8%	11.4%	1.71	-0.193	0.604	-0.182	i	15.9
Nc1nc(SCC(=O)c2c(N)n(Cc3ccccc3)c(=O)[nH]c2=O)n[nH]1	-0.05	1068	0.0%	0.0	1356	nt	nt	nt	nt	-4.7%	-12.8%	-0.563	-0.783	-0.613	-0.191	nt	nt
Cc1ccc(NC(=O)c2cc3ccccc3oc2=O)cc1S(=O)(=O)N(C)C	1.26	1162	nt	-2.7	1114	2.9	1.5	1.8	-3.0%	0.9%	-14.0%	0.561	-0.273	0.217	0.404	i	33.1
CCCCc1cc(=O)oc2cc(OCc3nn[nH]n3)ccc12	-0.57	1088	-0.4%	-1.2	1349	nt	nt	nt	nt	6.4%	2.7%	0.198	-0.202	-0.163	-0.131	nt	nt
COc1ccc(C(=O)NC(=S)NCCO)cc1Br	0.97	1343	0.2%	-0.4	1434	4.1	2.3	4.9	-2.5%	-1.5%	-2.4%	0.0164	-0.209	0.305	0.902	i	-15.9
Cc1c(Cl)c([N+](=O)[O-])nn1CCCC(=O)NC1CCCCC1	-0.86	1262	0.0%	-0.8	1085	2.4	2.3	8.8	0.4%	7.0%	5.6%	-0.234	-0.014	-0.265	0.669	i	-0.1
CC(C(=O)N1CCc2ccccc2C1)N1C(=O)c2ccccc2C1=O (stereo unspecified)	-0.05	1144	-0.8%	2.4	1274	nt	nt	nt	nt	1.4%	4.4%	-0.403	-0.241	-0.283	0.389	nt	nt
COc1cc(NC(=O)Nc2ccccc2)c(OC)cc1NC(=O)CN1CCCCC1	-1.9	997	-0.6%	-6.9	1219	2.4	2.2	21.0	-4.6%	7.2%	5.0%	0.744	-0.117	0.557	-0.887	i	20.7
CCOC(=O)C(C)N1C(=O)S/C(=C/c2cc(C)n(-c3ccccn3)c2C)C1=O (stereo unspecified)	-1.76	787	4.9%	-2.4	1259	1.3	1.6	9.4	-1.4%	4.9%	0.8%	-0.972	0.136	-0.342	0.965	i	1.3
CCS(=O)CCSC(=N)N (stereo unspecified)	-0.12	919	1.6%	-3.8	1160	3.2	3.0	7.0	-1.6%	8.1%	-3.7%	-0.282	-0.242	-0.358	0.722	i	-34.6
C=CCN1C(=O)CC(C(=O)NC)SC1=Nc1ccc(C(=O)OCC)cc1 (stereo unspecified)	0.39	1853	0.1%	-0.4	1079	3.5	1.6	4.7	-1.5%	6.7%	4.4%	0.566	-0.196	0.226	-0.872	i	-3.4
COc1ccc(-n2cnnc2SCC(=O)N2CCN(c3ccccc3)CC2)cc1	0.94	859	0.5%	-1.1	1030	1.4	1.3	12.0	0.1%	2.1%	6.5%	-0.479	0.912	0.152	0.574	i	-0.8
CC(C)c1nnc(NC(=O)c2cccc(-n3cnnn3)c2)s1	0.66	1298	1.6%	0.5	1139	1.5	1.5	11.3	2.8%	0.6%	12.0%	0.12	-0.197	0.0381	-0.532	i	2.2
COc1ccc(-c2c(C(C)=O)c(C)n(C)c2C)cc1	0.2	1134	2.2%[50 µM]	nt	nt	2.4	4.5	15.6	-4.5%	13.1%	-7.5%	1.8	-0.188	0.569	-0.908	i	-10.3
COc1ccc(C(=O)NCCc2cc3ccc(C)c(C)c3[nH]c2=O)cc1OC	-0.49	1228	-0.1%	1.8	1082	3.6	2.3	14.5	1.4%	14.7%	13.4%	0.981	-0.178	0.638	0.22	i	-5.5
CCCc1nc2oc3c(NCc4ccccn4)ncnc3c2c2c1COC(C)(C)C2	nt	nt	0.0%	0.4	1021	2.8	1.3	2.6	-3.3%	8.3%	-6.4%	0.143	-0.18	0.263	0.535	i	4.2
Cc1cccc(OCc2nnc(SCC(=O)NCCc3ccccc3)o2)c1	1.59	1019	3.1%	-2.0	1200	2.1	1.8	2.3	-0.9%	1.5%	3.1%	0.86	-0.176	0.164	-0.223	i	-3.6
N#CCSc1nc2ccc(N3CCOCC3)cc2c(=O)n1CCc1ccccc1	nt	nt	0.4%	nt	nt	1.6	1.5	6.4	0.7%	6.8%	11.7%	-0.668	-0.353	-0.181	0.749	i	-1.0
CCN1C(=O)/C(=C/c2ccc(C)s2)SC1=Nc1ccc(OC)cc1	0.47	1453	0.0%	4.6	1371	33.0*	25.6*	30.8*	-0.3%	-2.0%	1.5%	1.38	-0.204	0.995	-0.386	i	-28.6
O=C1CCCN1c1ccc(S(=O)(=O)N2CCCCC2)cc1[N+](=O)[O-]	0.08	1605	-1.4%	-2.1	937	2.0	1.5	2.6	-0.6%	-1.7%	-10.2%	-1.34	-0.183	-0.454	0.975	i	-4.2

From PubChem
